ERAP1 inh: ERAP1 (human) enzyme inhibition; recombinant ERAP1, Leu-AMC fluorescence, 60 min; 0.15% of 340,000 active; Q9NZ08; inhibition, % at 10.7 µM;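 active = mean replicate inhibition of at least 30%, or all replicates individually reaching that 30% level; inactive = mean below 30% and not every replicate reaching it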;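 note: 0% = neutral control wells and 100% = L-leucinethiol positive control wells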
E-sel inducer: induces E-selectin expression in human endothelial cells; P16581; HUVEC E-selectin immunofluorescence imaging; normalized: neutral wells 0, TNF-alpha wells 100; activation, % at 7.58 µM; 0.37% of 260,000 active; AID 686992;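 active = mean E-selectin-positive cell signal at least 10% of the positive control, reached in at least 60% of replicates, without over 20% cell loss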;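 note: in these data hits start at about 27%; measured in HUVEC primary endothelial cells; signal is the percent of cells scored E-selectin positive by PE staining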
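assay system = HUVEC, human umbilical vein endothelial cells | input = 3,000 HUVEC seeded per well | medium = EGM-2 growth medium on 0.1% gelatin-coated wells | dosing = one compound dose added by pin transfer | signal = immunofluorescence imaging | read-out basis = % PE-positive cells | control set = TNF-alpha, DMSO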
RAD52 inh: inhibitors of human RAD52 DNA annealing. P43351. recombinant RAD52 DNA annealing, FRET fluorescence. inhibition, % at 18.7 µM. 0.46% of 360,000 active;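 active = every replicate showing at least 50% inhibition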
XiGFP reactiv: X-chromosome reactivation activator | XiGFP mouse fibroblasts, % GFP-positive cells imaging, 3 d; cells co-treated with 5-aza-dC sensitizer; scaled so ellipticine positive control = 100% | activation, % at 7.58 µM | 0.055% of 360,000 active | AID 743238;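 active = mean normalized replicate activation at least 10% and every replicate at or above 10%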;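 note: 0% = median of on-plate neutral control wells and 100% = ellipticine 6 µM median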
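assay system = SV40-immortalized XiGFP fibroblast cells, line 68-5-11 | buffer or medium = DMEM plus 5-aza-dC sensitizer | doses = single-point pinned compound dosing | times = 3-day compound exposure, then 15 min fixation at room temperature | benchmarks = positive control ellipticine, 6 µM final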
esBAF inh: inhibitors of esBAF chromatin remodeling in mouse ES cells. Bmi1-luciferase knock-in reporter, 24 h; 100% = twice the neutral-well signal. reporter increase, % at 12.5 µM. AID 602393. 2% of 350,000 active; in the data active = activation above about 40%;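 note: 0% = median of the plate's neutral control wells and 100% = double that signal; a rise in the Bmi1 reporter signal indicates esBAF inhibition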
ERp5 inh: inhibitors of human ERp5 | ERp5 insulin aggregation, absorbance 650 nm, 90 min | inhibition, % at 9.99 µM | 0.05% of 350,000 active;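 active = mean replicate inhibition above about 25%, with every replicate also reaching it, limit read from the data, passing the limit was not always enough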
S100A4 MyoIIA: inhibitors of human S100A4 binding to myosin IIA peptide; S100A4/TAMRA-MyoIIA peptide fluorescence polarization; 0.14% of 360,000 active; inhibition, % at 10.7 µM; P26447;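 active = mean inhibition of at least 70% across replicates, with every replicate also reaching that level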
Target sequence (P26447 whole entry, looked up): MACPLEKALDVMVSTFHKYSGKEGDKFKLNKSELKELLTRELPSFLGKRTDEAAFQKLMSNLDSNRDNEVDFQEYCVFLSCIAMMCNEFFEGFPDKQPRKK
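incubation = readout 5 min after mixing, signal stable up to 60 min | system = S100A4 monomer protein | buffer or medium = HEPES pH 7.2 with CaCl2, KCl, NaCl, DTT, Triton | benchmarks = neutral control DMSO, positive control TFP | also added = fluorescent myosin IIA peptide, 5 nM | compound dosing = one concentration per compound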
RAD54 inh: inhibitors of human RAD54 branch migration. inhibition, % at 10.4 µM. AID 602329. RAD54 Holliday junction branch migration, FAM/BHQ fluorescence. 0.14% of 360,000 active. Q92698;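 active = mean normalized replicate activity at least 40 and at least half of replicates scoring 40 or more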;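 note: 0% = median of neutral control wells and 100% = median of positive control wells; inhibitors cause a drop in the FAM fluorescence signal; in these data hits start at about 50%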
Target sequence (Q92698 whole entry, looked up): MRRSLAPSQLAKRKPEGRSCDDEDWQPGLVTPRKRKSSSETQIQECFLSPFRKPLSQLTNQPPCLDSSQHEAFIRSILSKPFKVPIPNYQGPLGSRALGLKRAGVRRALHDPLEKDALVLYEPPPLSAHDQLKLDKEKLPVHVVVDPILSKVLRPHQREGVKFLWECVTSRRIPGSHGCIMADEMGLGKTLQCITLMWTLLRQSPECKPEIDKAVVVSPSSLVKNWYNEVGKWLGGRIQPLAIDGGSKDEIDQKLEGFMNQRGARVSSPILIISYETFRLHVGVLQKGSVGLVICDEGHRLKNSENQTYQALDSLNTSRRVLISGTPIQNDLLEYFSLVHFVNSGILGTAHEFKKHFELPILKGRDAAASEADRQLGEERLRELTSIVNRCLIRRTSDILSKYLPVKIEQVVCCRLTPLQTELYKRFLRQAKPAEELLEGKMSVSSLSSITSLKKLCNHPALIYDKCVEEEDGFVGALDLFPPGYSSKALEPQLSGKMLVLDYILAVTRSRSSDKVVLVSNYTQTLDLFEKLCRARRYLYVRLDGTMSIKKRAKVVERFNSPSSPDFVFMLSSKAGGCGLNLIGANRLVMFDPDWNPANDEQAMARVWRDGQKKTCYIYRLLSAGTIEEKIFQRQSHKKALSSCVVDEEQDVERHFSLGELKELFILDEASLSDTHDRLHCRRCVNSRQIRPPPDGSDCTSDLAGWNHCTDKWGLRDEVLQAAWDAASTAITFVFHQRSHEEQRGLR
* hit, by the source's call; . = not tested or not shown.

SMILES	ERAP1 inh	E-sel inducer	RAD52 inh	XiGFP reactiv	esBAF inh	ERp5 inh	S100A4 MyoIIA	RAD54 inh
COC(=O)C1=C(C(=O)OC)[C@@H]2N(C)c3ccc(OC)cc3[C@@]23C[C@@H](C(=O)OC)N=C3N1	-1.2	0.0	-8.8	-0.3	-3.9	1.1	-3.0	-2.0
COc1ccccc1-c1oc2ccccc2c1C#CC(C)(C)O	2.8	0.3	-6.6	0.2	0.4	5.5	-6.1	-10.8
CC(C)C#Cc1ccc2c(c1)O[C@@H](CN(C)C(=O)CC1CC1)[C@@H](C)CN([C@H](C)CO)S2(=O)=O	1.6	0.6	2.7	0.5	3.5	5.6	0.5	-4.1
O=[N+]([O-])c1ccc(Nc2cccc3c2[nH]c2c(-c4ccccc4)nccc23)c([N+](=O)[O-])c1	-0.3	0.7	-11.8	0.1	.	-4.5	-3.1	.
C#CCOCC1CNC(=S)O1 (configuration not stated)	-2.5	-0.6	-5.4	0.0	-7.6	-7.1	13.0	8.6
CC=Cc1ccc2n(c1=O)C[C@H]1[C@H](CO)[C@@H](C(=O)Nc3ccccc3)N(CC3CCCC3)[C@@H]21 (mixture of isomers)	2.7	-1.9	-75.2	0.1	1.1	0.6	-3.7	-9.2
CN(C)c1ccc(C=NNc2ccccn2)c(Cl)c1	-1.7	1.1	-8.6	0.1	.	-0.6	-0.2	.
CCN(CC(=O)Nc1ccccc1OC)CC(=O)Nc1c(Cl)ccc(C)c1Cl	-1.7	-0.2	-20.9	-0.2	-1.3	0.2	5.2	3.6
O=C(NN1C(=O)NC2(CCCCC2)C1=O)c1cc2ccccc2o1	0.3	.	-6.7	0.0	12.4	-2.5	2.7	-12.1
Cc1[nH]c2ccccc2c1/C=N/NC(=O)c1cccc(S(=O)(=O)Nc2cccc(C(F)(F)F)c2)c1	-5.9	0.2	-104.1	0.4	.	-2.5	4.9	.
CC(C)C#Cc1cnc2c(c1)C(=O)N([C@@H](C)CO)C[C@@H](C)[C@@H](CN(C)Cc1ccccc1)O2	-3.4	2.1	7.1	0.2	-0.2	1.6	-0.5	-7.8
Cn1cnc(S(=O)(=O)N2C[C@@H](O)COC[C@H]3O[C@@H](CC(=O)N4CCN(c5ccccc5)CC4)CC[C@@H]32)c1	-3.7	0.0	-1.5	-0.1	-4.2	-9.8	0.5	-2.0
C[C@@]12C(=O)N(CC3CCCO3)CC(=O)N1[C@@H]1c3ccccc3OC[C@@H]1[C@@H]2c1ccccc1 (some centres not stated)	-0.3	-0.1	-6.9	-0.1	0.3	-3.6	4.3	0.9
COC(=O)Cn1c(N2CCCC2)nc2c1c(=O)n(C)c(=O)n2C	0.6	-0.1	0.1	0.0	-4.8	3.3	-4.8	-11.4
CC(NC(=O)Cc1ccccc1)C(c1ccccc1)N1CCOCC1 (configuration not stated)	-1.7	.	-3.0	0.0	-4.4	-2.1	6.1	.
Cc1ccc(Cl)cc1N1CCN(S(=O)(=O)c2cn(C)cn2)CC1	1.6	0.2	-0.6	0.0	1.6	-0.5	-3.5	.
C=CCC(C)(NCc1ccccc1)c1ccc(C)cc1 (configuration not stated)	-1.4	-2.8	-6.5	0.9	.	-5.6	0.8	.
CCc1nnc(NC(=O)c2ccc(OC)c(S(=O)(=O)N3CCCC3)c2)s1	0.5	.	-12.2	0.0	-3.1	-2.7	0.8	6.4
Cc1cc(/C=C2\C(=N)N3N=C(CC(=O)N4CCOCC4)SC3=NC2=O)c(C)n1Cc1ccccc1	1.5	-0.2	-30.0	0.3	.	4.2	-8.3	-9.3
O=C(c1cc([N+](=O)[O-])ccc1Cl)N1CCN(Cc2ccccc2)CC1	-0.8	.	-7.8	0.0	0.2	4.4	-0.8	-6.3
O=C(NCc1ccc(F)cc1)C(C(=O)NCc1ccc(F)cc1)c1ncc(C(F)(F)F)cc1Cl	4.4	2.6	13.0	-0.1	.	1.1	11.5	.
Cc1cc(C(=O)Nc2cccc3c2O[C@@H](CN(C)Cc2ccncc2)[C@@H](C)CN([C@H](C)CO)C3=O)n(C)n1	6.8	.	4.0	0.4	-9.9	-0.4	3.7	-14.0
CC1CCCN(S(=O)(=O)c2cc(C(=O)NCCc3ccc(S(N)(=O)=O)cc3)ccc2Cl)C1 (configuration not stated)	2.7	0.0	-11.2	0.0	13.8	-1.6	-1.6	-1.7
COc1cccc(S(=O)(=O)N(C)C[C@H]2Oc3cc(C4=CCCCC4)ccc3S(=O)(=O)N([C@H](C)CO)C[C@@H]2C)c1	-0.2	-0.2	-4.2	-0.7	3.3	-2.8	20.5	0.1

Some of these compounds in order of the esBAF inh value, low to high:
| Structure | ERAP1 inh | RAD52 inh | esBAF inh | ERp5 inh | S100A4 MyoIIA |
| --- | --- | --- | --- | --- | --- |
| CCc1nnc(NC(=O)c2ccc(OC)c(S(=O)(=O)N3CCCC3)c2)s1 | 0.5 | -12.2 | -3.1 | -2.7 | 0.8 |
| O=C(c1cc([N+](=O)[O-])ccc1Cl)N1CCN(Cc2ccccc2)CC1 | -0.8 | -7.8 | 0.2 | 4.4 | -0.8 |
| Cc1ccc(Cl)cc1N1CCN(S(=O)(=O)c2cn(C)cn2)CC1 | 1.6 | -0.6 | 1.6 | -0.5 | -3.5 |

Next entries:
SMILES	ERAP1 inh	E-sel inducer	RAD52 inh	XiGFP reactiv	esBAF inh	ERp5 inh	S100A4 MyoIIA	RAD54 inh
COc1ccc(Br)cc1/C=N/N1CCN(Cc2ccccc2)CC1	3.8	3.1	-6.4	0.2	.	2.1	8.2	-5.3
COc1ccccc1CNS(=O)(=O)c1csc(C(N)=O)c1	-1.1	-1.0	2.0	0.1	-5.8	4.2	-1.4	-3.9
O=C(Cn1c(=O)oc2ccccc21)Nc1nc(-c2ccccc2)cs1	-1.6	.	-15.5	.	-6.6	-1.3	2.0	7.7
COC(=O)C1Cc2c([nH]c3ccccc23)C2CCC(=O)N12 (configuration not stated)	4.4	0.5	-25.5	0.3	.	-0.7	-14.9	.
CCC(=O)N1[C@H](C(=O)NCc2ccc(F)cc2)[C@@H](CO)[C@@H]2Cn3c(ccc(C4=CCCC4)c3=O)[C@@H]21	2.0	-0.1	-29.1	-0.1	-9.0	14.7	1.0	-5.5
COC(=O)C1=C(NC(=O)c2ccccc2[N+](=O)[O-])CCS1	2.8	1.9	-5.2	2.4	.	-6.7	-2.7	.
Cc1ccc(C(=O)C(SC(C)(C)C)n2cncn2)cc1 (configuration not stated)	1.7	0.1	-9.3	0.1	-1.0	6.3	0.9	-10.5
COc1ccc(-n2cc(-c3ccc(OC)c(OC)c3)[nH]c2=S)cc1	.	6.8	-19.0	0.2	7.1	3.8	-3.6	.
COC(=O)C[C@H]1CC[C@H]2[C@H](COc3ccc(NC(=O)Nc4ccc(C#N)cc4)cc3C(=O)N2C)O1	-0.7	0.1	-27.7	0.4	-2.2	2.8	-7.4	-0.1
COCCNC(=O)c1cc2nc3c(c(C(F)(F)F)n2n1)CCc1ccccc1-3	-0.3	.	-11.1	0.0	-7.8	-2.3	-5.0	.
COc1ccc(S(=O)(=O)N2CCN(C3CCCC(C)C3)CC2)cc1 (configuration not stated)	-2.4	.	1.5	-0.1	-5.1	5.4	3.0	-1.4
COC(=O)C1C(=O)c2c([nH]c(C(=O)OCC3CCCO3)c2C)CC1C (configuration not stated)	0.1	-0.1	-7.8	0.2	55.4*	1.0	4.1	4.7
CO[C@H]1CN(C)C(=O)c2cc(NC(=O)c3ccccc3)ccc2OC[C@@H](C)N(C)C[C@H]1C	-0.5	0.1	8.8	0.1	-2.3	-4.5	-0.9	-4.4
COc1ccccc1-c1ccc([C@@H]2[C@@H]3CN(S(=O)(=O)c4ccc(-c5ccccc5)cc4)C[C@H]2N3)cc1	-4.8	-0.8	87.8*	0.7	.	-2.6	16.1	.
Cc1nc2nc(SCC(=O)NCCCN3CCCCCC3)nn2c(C)c1Cc1ccccc1	2.3	0.1	-13.7	0.3	-5.2	-4.4	1.4	-15.2
O=c1c(N2CCOCC2)c(N2CCOCC2)c1=O	-0.7	-0.2	-1.8	0.1	4.4	3.7	1.8	-2.1
CCOC(=O)c1nn(-c2ccc(Cl)cc2C)ccc1=O	5.8	.	-6.0	0.3	-8.1	-6.8	-3.1	-0.5
COc1ccc2cc(C(=O)O)n(CC(=O)c3ccccc3)c2c1	-1.2	0.1	-15.2	0.0	-1.5	2.5	9.6	-2.1
COCCn1c(-c2ccc(Br)cc2)csc1=Nc1cccnc1	3.2	.	-22.5	-0.1	.	-1.0	-2.7	.
O=C(NNc1cccc(Cl)n1)c1cccnc1Cl	-1.4	0.0	-7.8	0.6	.	-1.2	-4.2	.
COc1ccc(-c2csc(C(O)(c3ccccc3)C(F)(F)F)n2)cn1 (configuration not stated)	-1.4	-0.1	-4.4	0.0	-1.2	0.6	-1.5	9.8
COc1ccc(CNC(=O)C2CCN(c3nn4c(=O)cc(C)nc4s3)CC2)cc1	1.6	-0.3	-55.4	0.1	5.3	11.8	-5.7	-7.4
Cc1c(/C=N\NC(=O)C2COc3ccc(C(C)(C)C)cc3O2)c2ccccc2n1C (configuration not stated)	.	0.1	.	1.3	-2.7	.	.	5.4
CCCCON1C(=O)c2cccc3cccc(c23)C1=O	-2.5	.	-6.6	-0.1	25.9	1.7	-0.4	2.6
OC(c1ccccc1)(c1ccc(F)cc1)C(c1ccccc1)N1CCOCC1 (configuration not stated)	0.4	.	-4.8	.	2.1	-4.0	0.9	-15.3
Cc1ccc(/C(=N\S(=O)(=O)c2ccc(Br)cc2)Nc2ccccc2C)cc1	-7.9	0.9	-10.7	0.0	3.2	-5.1	-1.7	-4.7
CCCCCC1CC(CC(=O)Nc2ccc([N+](=O)[O-])cc2)C(=O)O1 (configuration not stated)	-1.6	.	4.3	-0.1	.	-2.1	0.2	.
O=S(=O)(c1cccs1)N1CCCCN2[C@H](CO)[C@H](c3ccc(C4=CCCC4)cc3)[C@@H]2C1	-0.1	-0.5	-10.8	0.0	-8.2	-5.7	11.9	6.2
NC1=C(Br)C(=O)c2ncccc2C1=O	10.2	-0.4	5.9	-0.1	.	-8.6	-6.3	.
C[C@H]1CN([C@@H](C)CO)C(=O)Cc2cc(NC(=O)CCCN(C)C)ccc2O[C@@H]1CN(C)S(=O)(=O)c1ccccc1	-1.3	-3.7	-1.5	-1.1	-0.1	3.0	8.3	4.6
CC(=O)NC1CCCCN(C)C1=O (configuration not stated)	-3.4	0.2	-47.4	0.2	.	-3.8	-2.4	.
CC12CCC(C(=O)N(c3ccccc3Cl)C1=O)C2(C)C (configuration not stated)	7.5	.	-6.5	0.1	.	1.5	-10.2	-25.8
CN(C)C(=O)c1cccc(-c2ccc3n(c2=O)C[C@H]2[C@H](CO)[C@@H](C(=O)NCC(F)(F)F)[C@@H]3N2C)c1	0.3	-0.1	7.3	0.3	-3.5	1.3	7.8	-9.8
CN(CC(=O)Nc1ccc(Cl)cc1F)C1=NS(=O)(=O)c2ccccc21	-1.2	-0.5	-94.6	0.0	3.0	-1.4	7.4	1.7
Cc1ccc(S(=O)(=O)N(C)C[C@H]2OCCCC[C@H](C)Oc3ccc(NC(=O)C4CCCCC4)cc3C(=O)N([C@@H](C)CO)C[C@@H]2C)cc1	.	0.7	.	-0.1	-0.3	.	.	4.4
COc1ccc(C)cc1NC(=O)c1ccc(NS(=O)(=O)c2c(C)noc2C)cc1	-0.5	0.2	-10.2	0.0	0.7	0.2	-19.1	9.6

Rows were taken by chance, and some 2.5% of all compounds hit somewhere here.
